# Pol iota inh: qHTS for Inhibitors of Polymerase Iota; Pol iota fluorescent replication assay, 10 min; Potency, µM (titrated, usually from 115 µM), without a hit: at the highest dose activity, negative = inhibition, hits mostly inhibitors; hit rate 1% among 390,000; AID 588590, 2011; also: potency is read from the fitted curve at half-maximal effect
#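 Fluorescent replication assay read twice, at 0 min and 10 min after adding 50 nM (final) substrate. Enzyme (10 nM) and compounds were first incubated 15 min at room temperature; enzyme-free buffer wells were negative controls.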
# Pol kappa inh: qHTS for Inhibitors of Polymerase Kappa | DNA polymerase kappa (Homo sapiens), Q9UBT6 | purified Pol kappa, fluorescent DNA synthesis assay, 10 min | Potency, µM (series often up to 107 µM), inactives show at the top dose activity, negative = inhibition, most hits filed as inhibitors | hit rate 0.53% among 400,000 | AID 588579, 2011; also: potency is read from the fitted curve at half-maximal effect; % is scaled to controls: 0 for no effect and ±100 for the full control effect
#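 Readout: fluorescence, taken kinetically at 0 and 10 min. Conditions: 10 nM Pol kappa, 15 min RT compound preincubation, 50 nM substrate final. Controls: enzyme-free buffer wells.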
# APEX1 inh: qHTS Assay for Inhibitors of the Human Apurinic/apyrimidinic Endonuclease 1 (APE1); hit rate 0.35% among 350,000; recombinant APE1, TAMRA/BHQ-2 abasic DNA cleavage fluorescence; Potency, µM (top dose mostly 65.8 µM), for inactives: at the highest dose activity change, negative = inhibition, actives largely listed as inhibitors; DNA repair nuclease/redox regulator APEX1 (Homo sapiens), P27695;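 also: potency is read from the fitted curve at half-maximal effect; plate controls were vehicle for no effect and reference inhibitor for full effect; nearly all actives have a fitted effect of over 55% in size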
# Target sequence (P27695 whole entry, looked up): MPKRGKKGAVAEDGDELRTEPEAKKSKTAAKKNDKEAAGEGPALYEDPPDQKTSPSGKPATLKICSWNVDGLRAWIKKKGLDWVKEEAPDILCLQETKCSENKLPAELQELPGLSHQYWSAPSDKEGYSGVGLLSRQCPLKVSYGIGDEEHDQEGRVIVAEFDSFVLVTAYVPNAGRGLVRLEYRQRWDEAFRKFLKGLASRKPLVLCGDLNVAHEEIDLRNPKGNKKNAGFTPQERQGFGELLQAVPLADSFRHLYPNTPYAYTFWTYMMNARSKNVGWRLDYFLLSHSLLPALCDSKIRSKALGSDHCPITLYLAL
#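 Incision of a quenched TAMRA/BHQ-2 THF abasic-site duplex (50 nM) by 0.75 nM APE1, after 15 min compound preincubation, measured as fluorescence increase over three 60 s reads. Values normalized to buffer, DMSO and NSC13755 control wells.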
# RXFP1 antagonist: qHTS Assay for Antagonists of the Relaxin Receptor RXFP1. activity change, negative = inhibition, % at 57.5 µM. HEK293-RXFP1, relaxin-stimulated cAMP HTRF, 30 min; hits give low values. Relaxin receptor 1 (Homo sapiens), Q9HBX9. hit rate 0.59% among 350,000;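 active = activity change of -60% or lower, but not beyond a set lower limit; inconclusive = change between -60% and -40%, or beyond the set limit; inactive = change above -40%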; also: % is scaled to controls: 0 for no effect and ±100 for the full control effect
# BLM inh: qHTS Assay for Inhibitors of Bloom's syndrome helicase (BLM) | RecQ-like DNA helicase BLM (Homo sapiens), P54132 | recombinant BLM DNA unwinding, fluorescence dequenching | Potency, µM (highest dose often 56.1 µM), inactives show at the highest dose activity change, negative = inhibition, actives largely listed as inhibitors | hit rate 0.2% among 350,000;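 also: potency is read from the fitted curve at half-maximal effect; plate controls were vehicle for no effect and no enzyme for full effect; nearly all actives have a fitted effect of over 35% in size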
# PGK inhibitor: qHTS Assay to Find Inhibitors of Phosphoglycerate Kinase; PGK/GAPDH coupled, Kinase-Glo luminescence, 60 min; Potency, µM (highest dose often 57.5 µM), inactives show top-dose activity change, negative = inhibition, hits mostly inhibitors; hit rate 0.043% among 380,000; AID 602233, 2012; also: potency is read from the fitted curve at half-maximal effect; % is scaled to controls: 0 for no effect and ±100 for the full control effect; nearly all actives have a fitted effect of over 60% in size
# Target sequence (P07378 whole entry, looked up): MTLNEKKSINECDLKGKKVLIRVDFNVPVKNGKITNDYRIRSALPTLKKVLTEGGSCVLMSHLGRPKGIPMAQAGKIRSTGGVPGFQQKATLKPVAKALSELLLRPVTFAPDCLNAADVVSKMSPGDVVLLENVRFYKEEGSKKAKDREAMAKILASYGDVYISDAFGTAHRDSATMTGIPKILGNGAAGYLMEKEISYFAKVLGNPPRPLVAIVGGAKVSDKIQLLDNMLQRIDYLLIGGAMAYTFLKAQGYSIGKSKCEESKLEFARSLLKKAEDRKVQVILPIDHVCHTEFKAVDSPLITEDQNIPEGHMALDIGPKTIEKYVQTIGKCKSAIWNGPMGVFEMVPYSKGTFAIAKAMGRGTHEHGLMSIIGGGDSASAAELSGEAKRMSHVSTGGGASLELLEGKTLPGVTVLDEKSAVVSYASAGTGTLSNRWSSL
#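 Recombinant glycosomal PGK reaction used 1,3-bisphosphoglycerate generated in-well by GAPDH (100nM final) in 100mM TEA pH 7.6, 5mM MgCl2, 0.01% Tween-20. After 60 minutes at room temperature, ATP was read by Kinase-Glo Plus luminescence end-point.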
# Pol eta inh: qHTS for Inhibitors of Polymerase Eta | DNA polymerase eta (Homo sapiens), Q9Y253 | recombinant Pol eta, fluorescent DNA replication assay | Potency, µM (titrated, usually from 114 µM), for inactives: at the top dose activity change, negative = inhibition, actives largely listed as inhibitors | hit rate 1.2% among 390,000; also: potency is read from the fitted curve at half-maximal effect; % is scaled to controls: 0 for no effect and ±100 for the full control effect
#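 Pol eta (10 nM) was preincubated with compounds for 15 min at room temperature, after which fluorescent replication substrate (50 nM final) was added to start the reaction. Fluorescence was read kinetically at 0 and 10 min.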
# Anesthetic bind: qHTS Assay for Identification of Novel General Anesthetics; apoferritin/1-aminoanthracene competitive binding, fluorescence; Potency, µM (doses to about 77.5 µM), inactives show at the highest dose activity change, negative = displacement, most hits filed as inhibitors; hit rate 0.074% among 350,000; also: potency is read from the fitted curve at half-maximal effect; % is scaled to controls: 0 for no effect and ±100 for the full control effect; nearly all actives have a fitted effect of over 20% in size
# Target sequence (P02791 2-175 limits assumed): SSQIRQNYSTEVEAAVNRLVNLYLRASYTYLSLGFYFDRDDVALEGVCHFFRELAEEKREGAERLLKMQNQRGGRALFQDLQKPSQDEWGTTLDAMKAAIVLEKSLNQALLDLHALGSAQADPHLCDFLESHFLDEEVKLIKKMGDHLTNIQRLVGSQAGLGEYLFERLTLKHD
#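 Horse-spleen apoferritin (10 uM) in 50% saturated 1-aminoanthracene in PBS was incubated 10 min at room temperature with compound. Fluorescence (ex 380, em 535 nm) was normalized to free and bound 1-AMA, with concentration-response fitted by a four-parameter Hill equation.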
# Pol beta inh: qHTS Assay for Inhibitors of DNA Polymerase Beta; AID 485314, 2010; Potency, µM (doses to about 114 µM), inactives show top-dose activity change, negative = inhibition, most hits filed as inhibitors; hit rate 1.3% among 340,000; Pol beta primer extension/strand displacement, fluorescence kinetic; P06746; also: potency is read from the fitted curve at half-maximal effect; % is scaled to controls: 0 for no effect and ±100 for the full control effect
#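 Reaction started by 50 nM substrate onto compound-treated Pol beta (10 nM, 15 min preincubation, room temperature); plates read at 0 min and 10 min. Normalized concentration-effect data fitted by four-parameter Hill equation.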
# * = called active by the depositor; i = inactive; ? = inconclusive; / = not tested or not shown; & = joins results of further samples; [ ] = dose if it differs, or a comment. Unless noted, calls follow the shape of the dose curve; as a rule, active = well fitted curve in the direction sought with a large enough effect; inconclusive = small, poorly fitted or top-dose-only effect, or another doubt; inactive = no such curve, though single readings can be large; an effect the other way counts as inactive or inconclusive. This is a subset (hit frequency here may not be typical).
SMILES,Pol iota inh,Pol kappa inh,APEX1 inh,RXFP1 antagonist,BLM inh,PGK inhibitor,Pol eta inh,Anesthetic bind,Pol beta inh
C/C(=N\NC(=O)NC1CCCCC1)c1ccc(OC(F)F)cc1OC(F)F,10%,-15%,?,-9,-16%,1%,-11%,-14%,-8%
C=CCn1c(SCc2ccc(C(=O)Nc3nccs3)cc2)nnc1-c1ccc(C)c(Cl)c1,8%,-5%,-2%,-5,-3%,-1%,-8%,3%,1%
CCOc1ccccc1-n1nnnc1SCC(=O)Nc1cc(C)on1,0%[58.9 µM],-3%,-4%,10,-1%,-3%,-4%,-23%,-2%
COCCN(C(=O)c1csnn1)C(C(=O)NC1CCCCC1)c1ccc(C)cc1 (stereo not drawn),39%[activator],5%,38%,-7,-4%,-8%,-10%,0%,16%
CC(NC(=O)CCNC(=O)c1ccc(C(C)(C)C)cc1)c1ccccc1 (stereo not drawn),9%,-5%,-8%,-15,/,i,-15%,/,/
CCCc1cc(=O)[nH]c(SCC(=O)NC(=O)c2ccccc2)n1,15%,-9%,3%,1,0%,-2%,1%,-11%,0%
CN1CCc2c(sc(/N=C/c3c[nH]c4ccccc34)c2C#N)C1,95%[activator],-16%,-6%,-12,4%,-1%,-18%,2%,2%
Cc1cc2nsnc2c(S(=O)(=O)NCC(=O)O)c1C,7%,1%[60.1 µM],2%,-11,1%,-5%,0%,-10%,1%
CCCCCC[n+]1c(-c2ccc(Cl)cc2Cl)csc1Nc1ccccc1,?,-14%,9%,-19,-1%,7%,-14%,49%[activator],0%
COc1cccc(-c2nnc3sc(-c4ccco4)nn23)c1,1%,-12%,0%,-10,-7%,i,0%,-10%,8%
CCO[C@@H]1OC(C(=O)NCc2ccccc2)=C[C@H](C2CC2)[C@H]1CCCO,13%,13%,3%,/,5%,i,-6%,-5%,16%
COc1ccc(CN(C(=O)COc2ccccc2OC)C2CCS(=O)(=O)C2)cc1 (stereo not drawn),29%,-5%[60.1 µM],/,2,-2%,-2%,-1%,-5%,1%
CCN(CC(=O)Nc1ccc(NC(C)=O)cc1)C(=O)C(c1ccccc1)c1ccccc1,-18%,7%,2%,-12,-3%,-4%,-12%,-13%,2%
CCOc1ccc(N(CC)C(=O)c2nn(-c3ccc(OC)cc3)c(=O)c3c2c2ccccc2n3C)cc1,31%&25%[activator],1%[60.1 µM],-10%,-9&-6,-5%&-4%,-1%,-22%,-5%&-17%,3%&20%
COC(=O)c1sccc1S(=O)(=O)NC(C)c1cnn(-c2ccc(OC)cc2)c1C (stereo not drawn),14%,-4%,31%,-6,-4%,-9%,-10%,-17%,60%
CN(CC(=O)Nc1cccc(F)c1)C(=O)c1cccc(S(=O)(=O)N2CCN(c3ccc(F)cc3)CC2)c1,-8%,-12%,/,-2,/,5%,-5%,/,/
CN=C1SC(CC(=O)Nc2ccc(N3CCOCC3)cc2)C(=O)N1C (stereo not drawn),42%[activator],-6%,12%,5,-1%,-8%,-7%,-1%,0%
O=C(CCC(=O)c1cccs1)Nc1ccc(F)c(F)c1F,18%,-3%,0%,0,-13%,-2%,0%,?,0%
O=C(/C=C/c1ccccc1)Nc1cccc(C(=O)O)c1,-5%,-8%,4%,-2,-4%,-1%,0%,-6%,7%
CC(C)(C)C1=C(C#N)C(c2ccc3c(c2)OCO3)C(C#N)=C(N)O1 (stereo not drawn),8%,-5%,9%,-2,-9%,-2%,-9%,-20%,12%
Cn1cnnc1SCc1ccc(C(=O)N=Nc2c(O)n(C)c3ccccc23)cc1,-11%,-16%,-8%,/,3%,-4%,3%,-4%,?
CCn1c2ccccc2c2nnc(SCc3ccc(C(=O)OC)o3)nc21,3%,-6%,-4%,27,-11%,/,-10%,?,35µM*
CCOC(=O)C1(Cc2cccc(OC)c2)CCN(CC=C(C)C)CC1,20%,5%,4%,2,0%,i,-16%,-13%,13%
O=C(C[C@@H]1C/C=C/CCCC(=O)O[C@H](c2ccccc2)CNC1=O)NCCO,24%,1%,-8%,/,/,-8%,-20%,/,/
C=CCN(C(=O)CSc1nnnn1C)c1nc(-c2ccccc2)cs1,29%,-4%,21%,-10,/,-4%,-14%,/,/

# Going on with the list.
SMILES,Pol iota inh,Pol kappa inh,APEX1 inh,RXFP1 antagonist,BLM inh,PGK inhibitor,Pol eta inh,Anesthetic bind,Pol beta inh
O=C(NC1CCCC1)C1CC(=O)N(c2ccc(F)cc2)C1 (stereo not drawn),-15%,-14%,30%[activator],-9,-3%,6%,2%,10%,11%
Cc1cc(=O)oc2cc(OCC(=O)OCC(=O)Nc3c(C)n(C)n(-c4ccccc4)c3=O)ccc12,61%[activator],7%,-5%,-8,-1%,-1%,-8%,6%,10%
COc1cc(NC(=O)c2ccc(COCC(F)(F)F)o2)cc(OC)c1OC,19%,-6%[60.1 µM],-5%,6,-2%,i,7%,-4%,-2%
CC(NC(=O)c1cn(C)c2ccc(S(=O)(=O)N3CCCC3)cc2c1=O)c1ccc2c(c1)OCCO2 (stereo not drawn),23%,-5%,-4%,-6,0%,-5%,-6%,-12%,5%
O=C(C[C@H]1C/C=C\C[C@@H](Cc2ccc(F)cc2)C(=O)OC[C@@H]2CCCN2C1=O)NCCO,15%,-4%,-17%,/,/,8%,-18%,/,/
O=C(CCc1nnc(C2(c3ccc(Cl)cc3)CCC2)o1)NC1CC1,24%,2%,0%,-6,-3%,-10%,0%,-6%,-1%
CCOc1ccc(-n2c(SCC(=O)Nc3ccc(Br)cc3)nc3n[nH]c(C)c3c2=N)cc1,48%[activator],-4%,-1%,11,-11%,i,-15%,-12%,21%
COc1ncnc2c1cnn2-c1ccccc1,1%,6%,2%,-7,1%,-5%,-7%,-8%,22%
C=CCc1ccc(OCCn2cncn2)c(OC)c1,28%,8%,-6%,3,0%,-5%,-13%,-6%,40%
CCCc1nnc(SCC(=O)Nc2ccc(OCC)cc2)n1N,21%,-2%,1%,4,-3%,6%,-23%,-20%,6%
Cn1c(CNC(=O)CCNC(=O)c2ccccc2F)cc(=O)n(C)c1=O,15%,-14%,2%,26,-2%,-9%,-15%,3%,3%
Cc1c(S(=O)(=O)N2CCN(c3cccc(Cl)c3)CC2)c(=O)n(C)c(=O)n1C,13%,-4%,0%,3,-4%,-1%,-2%,-5%,-4%
O=C(Nc1ccc(F)cc1)c1cc(-c2ccccc2)no1,19%,7%,-4%,-6,0%,-6%,-16%,-4%,8%
OC(c1ccccc1)C(NCCNCc1ccccc1)c1ccccc1 (stereo not drawn),?,-3%,/,-11,/,i,-17%,/,/
Cc1cccc2cc(COC(=O)c3cccs3)c(=O)[nH]c12,113%[activator],-6%,4%,-1,3%,8%,-2%,7%,4%
O=C(CCc1nnc(COc2ccccc2)o1)NCCc1cccs1,10%,-2%,-4%,2,-2%,-7%,-18%,-9%,34%
Cc1cc(C)nc(NC(=O)c2ccc(COc3ccccc3Cl)cc2)c1,8%,-2%,-2%,-6,-6%,i,-8%,2%,-13%
Cc1nnc(NC2=NCCC2)o1,24%,-4%,1%,-1,0%,-9%,-16%,-7%,-1%
COc1ccc(CCNC(=O)COC(=O)c2cccs2)cc1OC,-17%,10%,56%[activator],-3,-2%,-5%,-15%,2%,28%
Cc1ccccc1OCC(=O)Nc1ccc(S(=O)(=O)N2CCOCC2)cc1,132%[activator],-16%,10%,-2,-2%,-1%,-21%,?,81%
CCOC(=O)[C@@H](CCc1ccccc1)N[C@H](C)C(=O)N1[C@H](C(=O)O)C[C@@H]2CCC[C@@H]21,-24%,-4%,2%,/,-1%,-6%,-4%,8%,0%
Cc1cc(C(=O)CSc2nc(N)cc(=O)[nH]2)c(C)n1CCc1ccc(F)cc1,1%,-26%,14%,0,0%,0%,-2%,-18%,41%
CSc1ncc(Cl)c(C(=O)Nc2ccc(S(=O)(=O)Nc3nccc(C)n3)cc2)n1,21%&10%,-4%&15%,14%,4,-1%&-2%,-1%&-1%,-4%&-20%,-6%&-5%,0%&12%
O=C(Nc1ccccc1Cl)Oc1ccc2ccccc2c1,/,/,-4%,/,-4%,/,/,-8%,27%
CC1CC(NC(=O)c2cc3c(=O)n4ccccc4nc3n2C)CC(C)(C)C1 (stereo not drawn),52%[activator],-4%,-24%,-2,-16%,-9%,-10%,36%[activator],-2%

# Continued.
SMILES,Pol iota inh,Pol kappa inh,APEX1 inh,RXFP1 antagonist,BLM inh,PGK inhibitor,Pol eta inh,Anesthetic bind,Pol beta inh
C#CCOCCOCCOCCNc1nc(N2CCOCC2)nc(N2CCN(C(=O)[C@H]([C@@H](C)CC)n3cc([C@@H](N)Cc4ccc(O)cc4)nn3)CC2)n1,26%,-1%,-5%,/,0%,-6%,-13%,-13%,-14%
CSc1cccc(N2C(=O)C3CCCN3C2=S)c1 (stereo not drawn),12%,-6%,-6%,-24,-4%,-1%,-11%,-1%,21%
CCOC(=O)c1ccc(NC(=S)N2CCN(Cc3ccccc3)CC2)cc1,6%,-20%,-1%,14,-7%,-17%,-9%,-23%,-17%
CS(=O)(=O)c1ccc(-c2nnc(NC(=O)c3ccc(S(=O)(=O)N4CCCC4)cc3)o2)cc1,29%,-20%,12%,-8,/,-1%,-5%,/,/
COc1cc2c(C(=O)N3CCOCC3)c(CSc3ccccc3)n(C)c2cc1Br,16%,-18%[60.1 µM],-5%,-7,-9%,0%,-12%,-9%,-8%
Cc1ccc(C)c2c1cc(C)c1nnc(SCC(=O)NCc3ccc4c(c3)OCO4)n12,8%,-8%,1%,14,-6%,-1%,-5%,-15%,?

# Screening results from PubChem BioAssay.
